Compound activity deposited in PubChem by National Center for Advancing Translational Sciences (NCATS).
DT40 TDP1 CPT – qHTS for Inhibitors of human tyrosyl-DNA phosphodiesterase 1 (TDP1): qHTS in cells in presence of CPT. chicken DT40 Tdp1-/-;hTDP1 cells + 20 nM CPT, ATP luminescence, 48 h. Potency, µM (highest dose often 46.2 µM), for inactives: at the highest dose activity change, negative = growth inhibition, most hits filed as inhibitors. hit rate 12% among 420,000. AID 686979, 2013; note: nearly all actives have a fitted effect of over 55% in size
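Chicken DT40 Tdp1-/- cells complemented with human TDP1, 400 cells/well, exposed to compounds plus 20 nM camptothecin for at least 48 h at 37 C; viability read as ATP content by CellTiter-Glo luminescence.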
DT40 TDP1 no CPT – qHTS for Inhibitors of human tyrosyl-DNA phosphodiesterase 1 (TDP1): qHTS in cells in absence of CPT | hit rate 15% among 420,000 | Potency, µM (doses to about 46.2 µM), for inactives: top-dose activity change, negative = growth inhibition, hits mostly inhibitors | AID 686978, 2013 | DT40 Tdp1-/- hTDP1 cells, no CPT, ATP luminescence, 48 h; note: nearly all actives have a fitted effect of over 55% in size
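Chicken DT40 Tdp1-/- cells complemented with human TDP1, screened without camptothecin (DMSO vehicle only), 400 cells/well. Compounds pin-transferred, cells incubated at 37 °C for at least 48 hr. Growth read as ATP-dependent luminescence (CellTiter-Glo, 30 min at RT).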
KAT2A inh – qHTS Assay for Inhibitors of GCN5L2; hit rate 0.21% among 390,000; GCN5L2 HAT assay, ThioGlo1 CoA-SH fluorescence; Potency, µM (titrated, usually from 58.9 µM), inactives show top-dose activity change, negative = inhibition, most hits filed as inhibitors; AID 504327, 2011; Histone acetyltransferase KAT2A (Homo sapiens), Q92830
Target sequence (Q92830 whole entry, looked up): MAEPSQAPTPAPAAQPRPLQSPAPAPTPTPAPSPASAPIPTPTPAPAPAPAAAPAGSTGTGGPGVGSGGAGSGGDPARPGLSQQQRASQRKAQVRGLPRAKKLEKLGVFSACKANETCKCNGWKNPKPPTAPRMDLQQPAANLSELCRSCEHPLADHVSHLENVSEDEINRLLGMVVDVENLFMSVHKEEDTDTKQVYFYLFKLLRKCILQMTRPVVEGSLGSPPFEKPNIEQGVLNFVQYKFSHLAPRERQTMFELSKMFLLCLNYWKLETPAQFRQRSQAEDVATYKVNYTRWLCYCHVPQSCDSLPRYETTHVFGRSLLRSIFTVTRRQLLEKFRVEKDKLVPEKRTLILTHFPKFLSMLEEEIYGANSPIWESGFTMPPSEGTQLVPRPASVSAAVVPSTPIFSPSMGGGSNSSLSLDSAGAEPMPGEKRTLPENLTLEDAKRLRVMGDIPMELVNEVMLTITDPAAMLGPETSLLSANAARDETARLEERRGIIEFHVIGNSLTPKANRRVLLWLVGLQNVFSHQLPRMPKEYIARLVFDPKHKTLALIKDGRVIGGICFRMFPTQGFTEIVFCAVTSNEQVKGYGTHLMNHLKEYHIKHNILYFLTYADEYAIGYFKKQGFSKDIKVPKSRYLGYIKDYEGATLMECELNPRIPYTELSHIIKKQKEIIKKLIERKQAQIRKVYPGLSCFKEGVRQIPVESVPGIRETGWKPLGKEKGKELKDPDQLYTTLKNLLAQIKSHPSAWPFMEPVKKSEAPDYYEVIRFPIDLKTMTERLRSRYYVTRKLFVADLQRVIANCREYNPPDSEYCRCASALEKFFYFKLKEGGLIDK
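Compounds, pin-transferred from DMSO stocks, meet 20nM GCN5L2 for 15 min before the reaction begins with H3(1-25) peptide (75uM) and acetyl-CoA (70uM). Thiol-reactive ThioGlo1 reports CoA release over 20 min at room temperature.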
Starred values were filed as active, the others as inactive; u = inconclusive; x = no result given; & = joins results of further samples; [ ] = remark or other dose. Calls come from the whole dose curve; as a rule, active = well fitted curve in the direction sought with a large enough effect; inconclusive = small, poorly fitted or top-dose-only effect, or another doubt; inactive = no such curve, though single readings can be large; an effect the other way counts as inactive or inconclusive. % is set by controls: 0 for no effect and ±100 for the full control effect; potency is the fitted concentration of half-maximal effect. These rows are one share of the data. The share of hits here may be higher or lower than overall.

Preview (4 entries):
SMILES | DT40 TDP1 CPT | DT40 TDP1 no CPT | KAT2A inh
Cc1c(C(=O)N2CCCC2)oc2c1-c1nn(CC(=O)NCc3ccc(OC(C)C)cc3)cc1CC2 | u | 21µM* | -2%
COc1cccc(C2C(C(=O)Nc3ccc(C)cc3C)=C(C)Nc3c(C(=O)Nc4cccc(C)c4)cnn32)c1OC (centres undefined) | -13% | -23% | -1%
Cc1ccc(C)c(N(CC(=O)NC2CCCC2)C(=O)c2cc3cc4cc(C)ccc4nc3s2)c1 | 8.2µM* | 11µM* | -3%
Cc1cccc(C(=O)NC(=S)Nc2ccc(S(=O)(=O)N3CCN(C)CC3)cc2)c1 | u | 23µM* | 0%

The listing, repeating the preview:
SMILES | DT40 TDP1 CPT | DT40 TDP1 no CPT | KAT2A inh
Cc1c(C(=O)N2CCCC2)oc2c1-c1nn(CC(=O)NCc3ccc(OC(C)C)cc3)cc1CC2 | u | 21µM* | -2%
COc1cccc(C2C(C(=O)Nc3ccc(C)cc3C)=C(C)Nc3c(C(=O)Nc4cccc(C)c4)cnn32)c1OC (centres undefined) | -13% | -23% | -1%
Cc1ccc(C)c(N(CC(=O)NC2CCCC2)C(=O)c2cc3cc4cc(C)ccc4nc3s2)c1 | 8.2µM* | 11µM* | -3%
Cc1cccc(C(=O)NC(=S)Nc2ccc(S(=O)(=O)N3CCN(C)CC3)cc2)c1 | u | 23µM* | 0%
COc1c(Cl)cc(Cl)cc1CNCCNCCO | -28% | -7% | -4%
CSCCC(C(=O)Nc1c(C)cccc1C)n1c(-c2ccc(-c3ccccc3)cc2)nc2ccccc21 (centres undefined) | 10µM* | u | x
COc1cccc(N2C(=O)CC(N3CCN(S(=O)(=O)c4ccccc4)CC3)C2=O)c1 (centres undefined) | -22% | -3% | -4%
CC1(C)CC(=O)c2cc(C(=O)Nc3ccccc3)c(=O)[nH]c2C1 | -24% | u | x
CCOC(=O)c1nc(N)c(=O)n(-c2ccc(C)cc2)n1 | 10% | 0% | 2%
COc1ccc(CC(N)c2csc(NC(=O)NCCc3ccccc3)n2)cc1 (centres undefined) | u | u | x
CCCc1nc2ccccc2c(C(=O)OC(C)C(=O)NCc2ccc3c(c2)OCO3)c1CC (centres undefined) | 29µM* | 18µM* | -7%
O=[N+]([O-])c1ccc(NCc2ccncc2)cc1 | u | -18% | -13%
Cc1cccc(C)c1OCCCn1ccnc1 | -14% | -29% | -4%
Cc1cc(C)cc(NC(=O)COC(=O)c2n[nH]c3ccccc23)c1 | -7% | -11% | -5%
COc1ccc(OC)c(C2Nc3c(Cl)ccc(C(=O)O)c3C3C=CCC32)c1 (centres undefined) | u | u | -4%
O=C(O)CCCC(=O)Nc1ccc(Cl)c(Cl)c1 | 2% | -16% | -1%
Cc1ccc(S(=O)(=O)CCSc2ccc(C(F)(F)F)cn2)cc1 | -5% | 0% | 1%
Cc1cc(C(=O)N2CCOCC2)c(C)o1 | -1% | 12% | -2%
CN1CCN(c2ccc(-c3cccc(NC(=O)COc4ccc(Cl)cc4)c3)nn2)CC1 | u | u | 1%
CCOC(=O)c1cc(-c2cccs2)nc2onc(C)c12 | -6% | 0% | -19%
CCC(=O)Nc1nc(C)c(-c2csc(Nc3cccc(O)c3)n2)s1 | 6.5µM* | 3.7µM* | 0%
COCCN(C(=O)C1CCCC1)c1c(N)n(Cc2ccccc2)c(=O)[nH]c1=O | 3% | 11% | -5%
COc1ccc(C(=O)N2CCc3cc(OC)c(OC)cc3C2c2ccc(OC)c(OC)c2)cc1 (centres undefined) | u | u | -1%
Cn1cnnc1SCC(=O)N1CCc2ccccc2C1 | -15% | 6% | x
CCN(C1CCCCC1)S(=O)(=O)c1ccc(-n2cnnn2)c(C)c1 | 21% | -15% | -2%
CN[C@H](CC(=O)O)C(=O)O | -3%&7%&2% | -7%&0%&8% | -5%&-3%&-7%
Cc1cccc(OC(=O)c2cccnc2)c1 | 8% | 14% | -8%
COc1ccc(Oc2c(-c3ccc(O)cc3O)n[nH]c2C)cc1 | u | -24% | -1%
O=C(NCC1COc2ccccc2O1)c1ccc(Cl)cc1 (centres undefined) | u | u | -5%
COc1cc(CNc2ncnc3c2ncn3[C@H]2CN(CCc3ccccc3)C[C@@H](CO)O2)cc(OC)c1OC | u | u | x

4 records drawn at random from those above, as already listed:
SMILES | DT40 TDP1 CPT | DT40 TDP1 no CPT | KAT2A inh
CN1CCN(c2ccc(-c3cccc(NC(=O)COc4ccc(Cl)cc4)c3)nn2)CC1 | u | u | 1%
COc1ccc(Oc2c(-c3ccc(O)cc3O)n[nH]c2C)cc1 | u | -24% | -1%
CCC(=O)Nc1nc(C)c(-c2csc(Nc3cccc(O)c3)n2)s1 | 6.5µM* | 3.7µM* | 0%
Cc1ccc(S(=O)(=O)CCSc2ccc(C(F)(F)F)cn2)cc1 | -5% | 0% | 1%

(listing goes on)
SMILES | DT40 TDP1 CPT | DT40 TDP1 no CPT | KAT2A inh
Cc1nccc(-c2cccc(N/N=C(\C#N)C(=O)c3ccccc3)c2)n1 | 21µM* | 10µM* | -7%
CCn1cc(C(=O)N[C@H](C)c2ccccc2)c(=O)c2cc(F)c(N3CCN(C)CC3)cc21 | u | u | -4%
COc1ccc(NC(=O)/C(C#N)=C/c2cc(C)n(-c3ccc(N4CCOCC4)c([N+](=O)[O-])c3)c2C)cc1 | 3.7µM* | 2.3µM* | -2%
Cc1ccc(C(=O)N2CCN(S(=O)(=O)N3CCCCC3)CC2)cc1 | -4% | 1% | u
O=C(CSC1=NCCS1)Nc1ccc(S(=O)(=O)NC2CCCCC2)cc1 | -43% | -24% | 5%
C/C(=N/NC(=O)CNC(=O)COc1cccc(C)c1)c1ccc(Cl)cc1 | -20% | 7% | -8%
CCOCCCNC(=O)Cn1ncc2c([nH]c3ccccc32)c1=O | -2% | -4% | -12%
Cc1cc(=O)oc2cc(NC(=O)CCOc3ccccc3)ccc12 | 19% | -23% | -5%
COc1ccccc1[C@@H]1C(c2cccc(C)c2)=NN(c2ccccc2)[C@H]1C(=O)N1CCOC1=O | u | -14% | u
O/N=C/c1ccccc1OCc1ccccc1F | -17% | -23% | -1%
Cc1ccc(C)c(OCc2nc3ccccc3n2C)c1 | u | u | -3%
COc1cc(CNc2ccccc2SC)cc(OC)c1OC | 21µM* | 21µM* | -14%
COC(=O)C1C2CC3c4[nH]c5cc(OC)ccc5c4CCN3CC2CC(OC2CCCCO2)C1OC (centres undefined) | u | u | x
CN(Cc1cc(=O)[nH]c2ccccc12)C(=O)c1ccccc1 | -3% | -1% | -2%
COc1ccc(NC(=O)c2ccc(C)cc2)c[n+]1[O-] | u | -1% | -2%
COc1ccc(C(O)c2nc(-c3cncnc3)cs2)cc1 (centres undefined) | -11% | u | x
O=C(O)CSc1nc2ccccc2n1-c1ccccc1 | 11% | 19% | -7%
O=C1NC[C@H](CCCCN2C[C@H](Cc3ccccc3)N(CCc3ccccc3)C(=O)C2=O)N(CC2CCCCC2)C1=O | -2% | -16% | x
Cn1c(N)c(C(=O)COC(=O)Cc2cccc(C(F)(F)F)c2)c(=O)n(C)c1=O | -27% | u | 1%
COc1ccc(C2CC(C)(c3ccc(OC)cc3OC)Nc3ccccc3N2)c(OC)c1 (centres undefined) | 1% | 6% | -4%
CCOc1ccc(C(=O)COC(=O)CNC(=O)C2CCCCC2)cc1 | -4%&23% | -26%&-8% | 0%
O=C(NNC(=O)c1ccc(O)cc1O)c1ccc(Cl)cc1 | u | u | -7%
CCSc1nc2c(c(=O)[nH]c(=O)n2C)n1C/C=C(/C)Cl | -23% | u | 0%
Cc1cc(N2CCN(c3ccccc3F)CC2)n2cnnc2n1 | u | u | -5%
CC(=O)c1cccc(NC(=O)c2nc3ccccc3n(C)c2=O)c1 | 15µM* | 10µM* | -3%
CCOC(=O)C1=C(C)Nc2nnnn2C1c1cccnc1 (centres undefined) | 0% | -24% | 1%
CCOC(=O)C(C(=O)OCC)C(=O)c1cc(OC)c(OC)c(OC)c1 | -9% | -9% | -2%
COc1cccc(C(=O)NCCS(=O)(=O)N2CCN(c3ccccc3)CC2)c1OC | -7% | -27% | x
NC(=O)CC[C@@H]1NC(=O)[C@H](Cc2ccc(O)cc2)NC(=O)c2cc([N+](=O)[O-])cc(F)c2OCC[C@@H](C(N)=O)NC1=O | -4% | -11% | -3%
COCCNC(=S)N(c1ccccc1)C(C)C | 1% | u | -9%

3 compounds out of the list, arranged by length of the SMILES, ascending:
SMILES | DT40 TDP1 CPT | DT40 TDP1 no CPT | KAT2A inh
COc1ccc(C(O)c2nc(-c3cncnc3)cs2)cc1 (centres undefined) | -11% | u | x
Cc1cc(N2CCN(c3ccccc3F)CC2)n2cnnc2n1 | u | u | -5%
NC(=O)CC[C@@H]1NC(=O)[C@H](Cc2ccc(O)cc2)NC(=O)c2cc([N+](=O)[O-])cc(F)c2OCC[C@@H](C(N)=O)NC1=O | -4% | -11% | -3%

(further entries)
SMILES | DT40 TDP1 CPT | DT40 TDP1 no CPT | KAT2A inh
CC(C)NC[C@H](O)COc1ccc(CC(N)=O)cc1 | -22%&16%&0%&16% | -12%&-3%&-9%&-16% | -6%
CCOC(=O)C1CCCN(C(=O)COc2ccc(N(C)S(=O)(=O)c3ccc(F)cc3)cc2)C1 (centres undefined) | u | u | -1%
COc1ccc(Cl)cc1S(=O)(=O)n1cnc2ccccc21 | 23µM* | u | -8%
OC1(c2cccnc2)CCN(Cc2ccc3c(c2)CN(Cc2cc(F)cc(F)c2)CCO3)CC1 | 5%[9.04 µM] | u | x
O=S(=O)(c1ccc(Cl)c2ccccc12)N1CCCC1 | -41% | 0.46µM* | -6%
c1ccc2c(NCC3CCCO3)nc(N3CCOCC3)nc2c1 (centres undefined) | -4% | 1% | 15%
CCOc1ccc2nc(N3CCOCC3)nc(C)c2c1 | -8% | -21% | -20%
COCc1c(Br)c(C)nc2sc3c(=O)[nH]nnc3c12 | 10% | -6% | 27%
O=C(CN(c1ccccc1)S(=O)(=O)c1ccccc1[N+](=O)[O-])Nc1ccccc1C(=O)N1CCOCC1 | 1% | u | -8%
CC(C)c1ccc(N2C(=NC(=O)C3CC3)SC3CS(=O)(=O)CC32)cc1 (centres undefined) | -14% | 5% | 3%
COc1cc(OC)nc(NC(=O)NS(=O)(=O)c2ccc(OC(F)(F)F)cc2)n1 | -5% | -4% | 0%
COc1ccc(C(C(=O)NCc2ccccc2)N(Cc2cccs2)C(=O)c2cnccn2)cc1 (centres undefined) | u | 16µM* | -13%
Cc1cc(C)nc(Nc2nc(=O)c3ccccc3s2)n1 | u | 21µM* | 0%
CC(C(=O)N1CCN(C(=O)c2ccco2)CC1)N1C(=O)NC2(CCCCC2C)C1=O (centres undefined) | -6% | 16% | -7%
COc1ccc(NC(=O)NCC2CCN(Cc3ccccc3F)CC2)c(OC)c1 | 0% | 4% | -11%
CN(C)CCCNC(=O)N1c2ccccc2C=Cc2ccccc21 | u | -29% | -2%
COC(=O)C1=C(N)Oc2cc(C)n(C)c(=O)c2C1c1ccc(Cl)c(Cl)c1 (centres undefined) | -27% | u | -3%
COc1cccc(CN(C)C(=O)Cc2c[nH]c3ccccc23)c1 | -26% | -15% | -21%
CC(=O)Nc1nc2c(ccc3ccccc32)s1 | -4% | -2% | -7%
O=c1oc2ccc3ccccc3c2cc1-c1nc2ccccc2o1 | u | u | x
Cc1cccc(C)c1NC(=O)C(c1ccccc1F)n1c(=O)c(-c2ccco2)nc2ccccc21 (centres undefined) | u | 21µM* | x
Cc1ccc(S(=O)(=O)N2CCOCC2)cc1NC(=O)Cn1cc(C(F)(F)F)cc(Cl)c1=O | 0% | 4% | -3%
O=C(NCC(c1cccnc1)N1CCOCC1)C1CCCCC1 (centres undefined) | 17% | -5% | -5%
COc1ccc(NC(C)=O)cc1CNC(=O)CN1CCOCC1 | 4% | 1% | -5%
COc1ccccc1NS(=O)(=O)c1cccc(NC(=O)c2nc3nc(C)cc(C)n3n2)c1 | 23µM* | 13µM* | -1%
Cc1ccnc(NC(=O)c2sc3cc(Cl)ccc3c2Cl)c1 | -3% | -20% | 26%
CC(C)CCN1C(=O)c2ccc(-c3nc4ccccc4c(=O)o3)cc2C1=O | -23% | -8% | 1%
CC1CN(C(=O)COC(=O)c2ccc(Cl)c(S(=O)(=O)N3CCCCC3)c2)CC(C)O1 (centres undefined) | -1% | -22% | -4%

One compound at a time, from the list above:
Cc1cccc(C)c1NC(=O)C(c1ccccc1F)n1c(=O)c(-c2ccco2)nc2ccccc21 (centres undefined) reads DT40 TDP1 CPT = u; DT40 TDP1 no CPT = 21µM*; KAT2A inh = x
O=C(NCC(c1cccnc1)N1CCOCC1)C1CCCCC1 (centres undefined) reads DT40 TDP1 CPT = 17%; DT40 TDP1 no CPT = -5%; KAT2A inh = -5%
